Screening data: PubChem, several laboratories
procasp3 activ – activators of human procaspase-3 | P42574 | recombinant procaspase-3 D3A, Ac-DEVD-pNA absorbance 405 nm | activation, % at 8.5 µM | 330,000 tested, 0.11% active | AID 463141;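 active = activation above the mean of all tested compounds plus 3 SD, cut at about 21% in these data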;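 note: 0% = DMSO alone and 100% = DMSO wells spiked with extra 5 µM PC-3 D3A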
Target sequence (P42574 whole entry D9A/D28A/D175A): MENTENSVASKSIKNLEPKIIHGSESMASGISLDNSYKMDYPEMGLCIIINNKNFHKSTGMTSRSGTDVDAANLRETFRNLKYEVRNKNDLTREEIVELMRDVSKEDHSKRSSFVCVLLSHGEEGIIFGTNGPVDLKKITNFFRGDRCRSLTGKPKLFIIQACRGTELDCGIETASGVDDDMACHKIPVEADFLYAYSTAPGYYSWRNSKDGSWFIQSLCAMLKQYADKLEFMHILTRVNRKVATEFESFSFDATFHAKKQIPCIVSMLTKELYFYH
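Evaluation: percent activation relative to control range; Material: Procaspase-3 D3A mutant, all three cleavage aspartates alanine; Compound: single dose, 8.5 µM nominal compound, 0.8% DMSO; Replication: one well per compound; Signal: absorbance at 405 nm, 0 and 120 min; Schedule: 1 h preincubation plus 2 h reaction at 25 °C.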
MEP2-GFP yeast – alters MEP2-GFP fluorescence in TOR pathway yeast screen. S. cerevisiae MEP2-GFP strain, flow cytometry GFP, 3 h; 100% = DMSO control level. GFP response vs DMSO, % at 10 µM. 330,000 tested, 0.51% active. AID 2016;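 active = GFP response versus DMSO above a set limit, roughly screen mean plus 3 SD, cut at about 180% in these data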;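 note: median GFP fluorescence of the barcode-gated MEP2-GFP cells per well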
ZTA DNA inh – ZTA (EBV) inhibition in EBNA-1 counter-screen. P03206. ZTA-DNA binding, fluorescence polarization. inhibition, % at 11 µM. 320,000 tested, 0.15% active. AID 2234; in the data active = inhibition above about 33%
AHR act – activates the human aryl hydrocarbon receptor; 320,000 tested, 2.5% active; AID 2796; activation, % at 5 µM; P35869; AHR-responsive luciferase reporter cells, luminescence; in the data active = activation above about 47%;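 note: 0% = vehicle wells and 100% = reference agonist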
Target sequence (P35869 whole entry, looked up): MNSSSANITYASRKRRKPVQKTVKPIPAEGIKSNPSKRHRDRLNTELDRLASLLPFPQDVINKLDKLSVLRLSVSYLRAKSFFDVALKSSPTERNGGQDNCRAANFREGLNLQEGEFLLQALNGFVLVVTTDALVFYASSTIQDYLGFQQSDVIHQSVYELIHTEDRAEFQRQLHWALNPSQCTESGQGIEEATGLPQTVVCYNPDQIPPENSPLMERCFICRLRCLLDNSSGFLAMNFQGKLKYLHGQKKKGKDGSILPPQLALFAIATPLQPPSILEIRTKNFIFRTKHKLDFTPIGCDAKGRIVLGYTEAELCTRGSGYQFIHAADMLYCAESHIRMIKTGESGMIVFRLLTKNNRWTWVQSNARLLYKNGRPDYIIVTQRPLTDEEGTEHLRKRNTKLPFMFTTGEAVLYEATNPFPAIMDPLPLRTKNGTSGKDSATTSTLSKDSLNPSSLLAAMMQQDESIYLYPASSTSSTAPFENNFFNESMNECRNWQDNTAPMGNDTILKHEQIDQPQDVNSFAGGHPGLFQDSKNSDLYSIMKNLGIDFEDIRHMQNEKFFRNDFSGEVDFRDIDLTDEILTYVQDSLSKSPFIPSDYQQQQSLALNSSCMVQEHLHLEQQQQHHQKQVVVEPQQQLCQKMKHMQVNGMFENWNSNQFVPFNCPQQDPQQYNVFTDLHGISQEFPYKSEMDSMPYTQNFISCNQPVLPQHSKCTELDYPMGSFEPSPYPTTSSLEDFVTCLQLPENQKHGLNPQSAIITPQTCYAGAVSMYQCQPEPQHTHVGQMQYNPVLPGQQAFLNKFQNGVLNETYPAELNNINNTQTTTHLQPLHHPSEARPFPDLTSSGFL
proCasp7 act – activates human procaspase-7, counter-screen for procaspase-3 activators. P55210. recombinant procaspase-7, Ac-DEVD-pNA absorbance 405 nm; D23A/D198A/D206A triple mutant, cannot self-cleave; scale: DMSO 0, 5 µM enzyme 100. activation, % at 8.5 µM. 330,000 tested, 0.093% active;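 active = percent activation above the screen-wide mean plus 3 SD, cut at about 25% in these data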
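Replicates: singlicate. Assay system: Procaspase-7 triple mutant (PC-7 D3A). Signal: 405 nm absorbance of p-nitroaniline. Times: 1 h preincubation, 2 h reaction. Buffer or medium: Zinc-free HEPES pH 7.4 with 300 mM NaCl, 0.01% Triton X-100. Also added: DEVD-pNA substrate. Benchmarks: DMSO wells as 0%, DMSO with 5 µM added PC-7 as 100%.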
EBNA-1 inh – blocks EBNA-1 binding to DNA. EBNA-1 DNA binding, fluorescence polarization. inhibition, % at 14.8 µM. 300,000 tested, 0.34% active. AID 1950; in the data active = inhibition above about 28%
LAP4 TOR yeast – modulators of TOR pathway LAP4-GFP in S. cerevisiae | S. cerevisiae LAP4-GFP multiplex, flow cytometry GFP, 3 h; median GFP as percent of DMSO wells | GFP response vs DMSO, % at 10 µM | 320,000 tested, 0.34% active;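 active = GFP response vs DMSO above a set limit, about the screen mean plus 3 SD, cut at about 150% in these data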
RPL19A-GFP yeast – alters RPL19A-GFP fluorescence in TOR pathway yeast screen; S. cerevisiae RPL19A-GFP strain, flow cytometry, 3 h; stronger effect = lower value; AID 2025; 330,000 tested, 0.3% active; percent response vs DMSO, % at 10 µM;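 active = percent response vs DMSO below 50%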;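 note: median channel GFP fluorescence of the barcoded RPL19A-GFP strain; ratio of sample median GFP to plate DMSO average so 100% = DMSO; lower means less RPL19A-GFP as with rapamycin TOR inhibition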
Starred values were filed as active, the others as inactive; . = not tested or not shown.

SMILES | procasp3 activ | MEP2-GFP yeast | ZTA DNA inh | AHR act | proCasp7 act | EBNA-1 inh | LAP4 TOR yeast | RPL19A-GFP yeast
CCN(CC)S(=O)(=O)c1ccc(C(=O)C(C#N)c2ccccn2)cc1 (stereo not given) | -11 | 112 | 3 | -5 | -5 | -8 | 102 | 99
O=C(N/N=C/C(Cl)=C/c1ccc([N+](=O)[O-])cc1)C(=O)Nc1cccc(C(=O)O)c1 | -5 | 103 | -6 | 2 | -10 | -5 | 100 | 100
C=CCc1cccc2cc(C(=O)NNC(=O)CC#N)c(=O)oc12 | 2 | 96 | -19 | 0 | 2 | 3 | 85 | 105
COC(=O)c1cn(-c2ccccc2)nc1-c1ccccc1 | -2 | 104 | -6 | 19 | -3 | 6 | 108 | 101
CC1(C(=O)O)C=CC2(CCCCC2)N1C(=O)c1ccccc1 (stereo not given) | 4 | . | 9 | -1 | -4 | 18 | . | .
CC(C)(C)OC(=O)C[C@H]1C/C=C\C[C@@H](CC(=O)N[C@@H](CO)Cc2ccccc2)C(=O)N2CCC[C@@H]2COC1=O | -6 | 99 | . | 1 | -8 | . | 99 | 100
COc1cc(CC(NC(C)=O)C(=O)NC2CCN(c3nc(OC)nc(OC)n3)CC2)cc(OC)c1 (stereo not given) | -4 | 101 | -11 | -1 | -1 | -4 | 101 | 94
CC(C)(C)OC(=O)NC(Cc1ccccc1)C(=O)NCCCC(=O)O (stereo not given) | -11 | 102 | 12 | 3 | 3 | -7 | 100 | 102
Cc1ccc(N2C(=O)CSC2=S)cc1C | 4 | 98 | 15 | 2 | -8 | -8 | 120 | 103
CCOC(=O)C1CCN(S(=O)(=O)c2ccc(C)cc2)CC1 | 6 | 101 | 3 | 0 | -4 | -4 | 115 | 98
CCOC(=O)C1CCCN(C(=O)c2cc3ncc(Br)cn3n2)C1 (stereo not given) | 2 | 92 | -7 | 0 | 2 | -2 | 100 | 87
O=C1CN(C(=O)COc2cccc(F)c2)c2ccccc2N1 | 5 | 93 | 8 | -1 | 6 | -3 | 98 | 94
O=C(O)c1cc(N/N=C/c2ccc3c(c2)OCO3)ccc1Cl | 4 | 99 | 3 | 7 | 6 | -4 | 106 | 98
Cc1nc(NS(=O)(=O)c2ccccc2)sc1C(=O)NNS(=O)(=O)c1ccccc1 | -1 | 105 | 2 | 4 | -6 | -7 | 97 | 105
COc1ccc(C(C)=O)cc1CSc1nc2ccccc2c(=O)n1-c1cccc(C)c1 | -4 | 110 | -31 | 2 | -3 | -12 | 99 | 96
Cc1cc(SCC(=O)N(C)CC(=O)Nc2ccc(F)cc2)nc2ccccc12 | 2 | 93 | -14 | 6 | -3 | -4 | 95 | 106
CN(C)c1nc(Oc2ccc(N)cc2)nc(N(C)C)n1 | -2 | 103 | -16 | 6 | -5 | -11 | 105 | 100
COc1ccc(C(CC(=O)N2CCOCC2)c2c(OC)cc(OC)c3c(-c4ccccc4)cc(=O)oc23)cc1 (stereo not given) | 1 | 102 | -2 | 11 | 11 | -10 | 97 | 101
CN(C)S(=O)(=O)c1cccc(NC(=O)COC(=O)COc2ccccc2[N+](=O)[O-])c1 | 9 | 102 | -18 | 3 | 2 | -6 | 93 | 108
CCc1ccc(CNc2ccc3c(c2)ncn3C(C)(C)C)cc1 | 0 | 91 | 2 | 10 | -5 | -6 | 94 | 96
Cc1cccc(Nc2nc(-c3ccc(O)c(O)c3)cs2)n1 | 1 | 106 | -3 | 2 | -13 | 11 | 89 | 105
NC(=O)C1CCN(c2ccc(S(=O)(=O)N3CCCCC3)cn2)CC1 | 3 | 101 | 1 | 1 | -5 | -2 | 99 | 93
Cc1cccc(Nc2c(-c3ccc(N4CCOCC4)cc3)nc3ncccn23)c1 | -4 | 88 | 0 | 4 | -4 | -5 | 88 | 99
COc1ccc(F)cc1S(=O)(=O)NCC(c1ccc2c(c1)OCO2)N1CCN(C)CC1 (stereo not given) | 10 | 97 | -7 | -2 | 13 | -9 | 99 | 95
O=C(Nc1nccs1)c1ccc(N2CCOCC2)c([N+](=O)[O-])c1 | 2 | 103 | -11 | 41 | -7 | 6 | 111 | 106
SMILES | procasp3 activ | MEP2-GFP yeast | ZTA DNA inh | AHR act | proCasp7 act | EBNA-1 inh | LAP4 TOR yeast | RPL19A-GFP yeast
COCCCNC(=S)Nc1ccccc1[N+](=O)[O-] | 2 | 97 | 0 | 1 | 3 | 8 | 126 | 97
Cc1ccccc1-c1ccc(Nc2ccc(C(=O)N3CCOCC3)cc2)nn1 | 7 | 115 | 26 | 2 | 6 | 13 | 118 | 115
CC(C)(C)NC(=S)NC1CC1 | -4 | 84 | -17 | 1 | 6 | 16 | 109 | 96
Cc1cccc(Sc2c([N+](=O)[O-])ncn2C)c1 | 5 | 97 | 4 | 2 | 2 | 10 | 109 | 100
COc1ccc(C(=O)COC(=O)CCCC(=O)NC2CCCCC2)cc1 | 15 | 99 | 0 | 0 | 1 | 4 | 73 | 103
CC(C)n1c(NCc2ccc(N(C)C)cc2)nc2ccccc21 | -1 | 94 | -7 | 5 | 4 | -6 | 104 | 94
Cc1ccc(CNC(=O)c2cc(S(=O)(=O)N3CCCC3)cn2C)cc1 | 5 | 111 | 0 | -1 | 13 | -10 | 117 | 106
CN(C)CCN1C(=O)C(=O)/C(=C(/O)c2ccc(S(=O)(=O)N3CCOCC3)cc2)C1c1ccccc1 (stereo not given) | -1 | 96 | 6 | -1 | 8 | -19 | 99 | 97
O=C(CSc1cccc2cccnc12)Nc1ccccc1F | -3 | 96 | -11 | 8 | 10 | -5 | 115 | 95
Cc1ccc(C(=O)NCC(=O)N(C)CC(=O)Nc2c(Cl)cccc2Cl)s1 | -6 | 108 | -8 | 6 | -5 | -5 | 115 | 106
COc1ccc(C(C(=O)NC(C)(C)C)N(C(=O)CNC(=O)c2cccs2)c2ccc(NC(C)=O)cc2)cc1OC (stereo not given) | 4 | 96 | 9 | -1 | 2 | 8 | 97 | 93
CCOc1ncccc1C(=O)NNC(=O)c1csc(N2CCOCC2)n1 | -2 | 103 | 5 | 2 | 3 | -5 | 104 | 100
CC1CN(C(=S)Nc2ccc(Cl)cc2)CC(C)O1 (stereo not given) | -6 | 106 | -8 | -1 | -2 | -2 | 87 | 105
CCOC(=O)Cc1csc(NC(=S)NC(=O)c2ccc([N+](=O)[O-])cc2)n1 | -1 | 102 | -19 | 3 | -6 | 11 | 87 | 98
CCOC(=O)C[C@H]1c2ccccc2S(=O)(=O)N1Cc1cc(OC)c(OC)c(OC)c1 | 4 | 82 | -20 | -3 | 2 | 9 | 122 | 90
Cc1cccc2c1cnn2C(=O)Nc1ccccc1Br | -1 | 86 | -7 | 11 | -9 | -14 | 95 | 102
O=C(N/N=C/c1ccc(OC(=O)c2ccccc2)cc1)c1ccc(CN2CCOCC2)cc1 | 4 | 105 | 2 | 2 | 9 | 11 | 99 | 105
COc1ccc(NC(=O)COC(=O)c2ccc(-n3cnnn3)cc2)c([N+](=O)[O-])c1 | 10 | 99 | 8 | -1 | 3 | . | 97 | 95
N#CCC(=O)Nc1ncc(Cc2ccccc2Cl)s1 | 0 | 137 | -21 | 0 | -9 | -2 | 122 | 70
CC(=O)OC[C@H]1O[C@@H](O/N=C/[C@@H](C)[C@H](OCc2ccccc2)C(C)C)[C@H](OC(C)=O)[C@@H](OC(C)=O)[C@@H]1OC(C)=O | -1 | 87 | 7 | 8 | -12 | 2 | 118 | 95
CCN1CCN(CCCNC(=O)c2ccc3c(Cl)c4c(nc3c2)CCCC4)CC1 | -1 | 96 | 15 | -6 | 0 | 3 | 91 | 100
O=C(N=Nc1c(O)[nH]c2ccccc12)c1cc(-c2ccc(F)cc2)n[nH]1 | 8 | 95 | 20 | 3 | 2 | 1 | 108 | 94
CC(=O)C1=C(C)Nc2ncnn2C1c1ccc(C)cc1 (stereo not given) | 1 | 103 | -10 | 4 | 5 | 10 | 96 | 102
O=C1C2CCCCC2C(=O)N1c1ccc(NC2CCN(Cc3ccccc3)CC2)c([N+](=O)[O-])c1 (stereo not given) | -1 | 110 | -6 | 2 | -2 | -16 | 103 | 109
CCN(CC(=O)Nc1c(F)cccc1F)C(=O)CN1C(=O)C2CCCCC2C1=O (stereo not given) | -3 | 90 | 2 | 0 | 7 | . | 105 | 94
SMILES | procasp3 activ | MEP2-GFP yeast | ZTA DNA inh | AHR act | proCasp7 act | EBNA-1 inh | LAP4 TOR yeast | RPL19A-GFP yeast
COc1cc(/C=C/CN2CCN(Cc3ccc(C)o3)C(CCO)C2)ccc1O (stereo not given) | 1 | 99 | 5 | 2 | 3 | -6 | 103 | 92
CCCn1c(/N=C/c2ccccc2O)nc2ccccc21 | 3 | 94 | -8 | 11 | -2 | -20 | 103 | 95
CC(C)(C)NC(=O)NC(=O)COC(=O)CCC1CCCC1 | 8 | 107 | 3 | -2 | -1 | 6 | 95 | 97
CC(=O)N/C(=C\c1ccccc1)C(=O)OCC(=O)NC(C)C12CC3CC(CC(C3)C1)C2 (stereo not given) | -4 | 100 | -20 | 2 | 1 | 0 | 93 | 101
COCCCNC(=O)Cn1nnc(-c2ccccc2NC(=O)c2ccc(F)cc2)n1 | -2 | 103 | -1 | 2 | 1 | -3 | 99 | 96
NNC(=O)C1CC1c1ccccc1 (stereo not given) | -10 | 103 | -4 | 4 | 7 | 0 | 99 | 104
COc1ccc(NC(=O)C2CCCCN2CC(=O)OCc2ccccc2)cc1OC (stereo not given) | 11 | 102 | 4 | 3 | 5 | 4 | 102 | 102
CC(=O)Nc1c2c(nn1-c1ccc(C)cc1C)CS(=O)C2 (stereo not given) | -3 | 100 | -22 | 3 | -1 | 1 | 100 | 96
COc1ccc(S(=O)(=O)N2CN(CCc3ccc(OC)c(OC)c3)c3nc4ccccc4nc32)cc1 | 3 | 105 | 1 | 5 | -2 | -7 | 112 | 109
Cc1scc(C(=O)Nn2cnnc2)c1-c1ccccc1 | 0 | 96 | -4 | 0 | 1 | 1 | 91 | 93
Nn1c(SCC(=O)N2CCCc3ccccc32)nnc1-c1ccc(Cl)cc1 | -3 | 107 | -3 | 1 | -5 | 0 | 102 | 97
O=C(NCCNc1ccccc1[N+](=O)[O-])c1cc(F)c(F)cc1Cl | 2 | 97 | -25 | 14 | -4 | -2 | 95 | 99
Cc1ccc(S(=O)(=O)NC(CC(=O)O)c2ccc(F)cc2)cc1 (stereo not given) | 1 | 108 | -1 | 0 | 16 | 2 | 98 | 106
Cc1ccc(NC(=S)NCCCN2CCOCC2)cc1 | 5 | 93 | 4 | 0 | -9 | 9 | 74 | 96

Filtered by structure: the entries above containing a tert-butyl group.
SMILES | procasp3 activ | MEP2-GFP yeast | ZTA DNA inh | AHR act | proCasp7 act | EBNA-1 inh | LAP4 TOR yeast | RPL19A-GFP yeast
CC(C)(C)OC(=O)C[C@H]1C/C=C\C[C@@H](CC(=O)N[C@@H](CO)Cc2ccccc2)C(=O)N2CCC[C@@H]2COC1=O | -6 | 99 | . | 1 | -8 | . | 99 | 100
CC(C)(C)OC(=O)NC(Cc1ccccc1)C(=O)NCCCC(=O)O (stereo not given) | -11 | 102 | 12 | 3 | 3 | -7 | 100 | 102
CCc1ccc(CNc2ccc3c(c2)ncn3C(C)(C)C)cc1 | 0 | 91 | 2 | 10 | -5 | -6 | 94 | 96
CC(C)(C)NC(=S)NC1CC1 | -4 | 84 | -17 | 1 | 6 | 16 | 109 | 96
COc1ccc(C(C(=O)NC(C)(C)C)N(C(=O)CNC(=O)c2cccs2)c2ccc(NC(C)=O)cc2)cc1OC (stereo not given) | 4 | 96 | 9 | -1 | 2 | 8 | 97 | 93
CC(C)(C)NC(=O)NC(=O)COC(=O)CCC1CCCC1 | 8 | 107 | 3 | -2 | -1 | 6 | 95 | 97
